Screens: PubChem, NMMLSC
Yeast superoxide – lowers age-related superoxide in aged yeast cells | superoxide response (% of plate mean), % at 10 µM | S. cerevisiae aged cells, superoxide DHE fluorescence; stronger effect = lower value | 330,000 tested, 0.18% active;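 active = superoxide response under a set limit, about three screen SD below normal, cut at about 65% in these data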;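 also: yeast aged for seven days with compound at 30 °C before DHE staining; 100% = average MFI of all compound-treated wells on the plate with controls excluded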
MEP2-GFP yeast – modulators of TOR pathway MEP2-GFP in S. cerevisiae. S. cerevisiae MEP2-GFP strain, flow cytometry GFP, 3 h; 100% = DMSO control level. GFP response vs DMSO, % at 10 µM. 330,000 tested, 0.51% active. AID 2016;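 active = GFP response versus DMSO above a set limit, roughly screen mean plus 3 SD, cut at about 180% in these data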;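 also: median GFP fluorescence of the barcode-gated MEP2-GFP cells per well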
GRK2 inh – human GRK2 inhibition via aptamer displacement; 330,000 tested, 0.59% active; bead flow cytometry, FAM-aptamer displacement from GRK2; AID 488847; inhibition of aptamer binding, % at 10 µM;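 active = inhibition of aptamer binding above 40%, roughly 3 SD of noise, on plates passing a quality check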;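 also: median bead fluorescence of bound FAM aptamer so fluorescent compounds give negative values; no value below 0 was filed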
RPL19A TOR yeast – yeast TOR pathway RPL19A-GFP modulation | S. cerevisiae RPL19A-GFP strain, flow cytometry, 3 h; stronger effect = lower value | percent response vs DMSO, % at 10 µM | 330,000 tested, 0.3% active | AID 2025;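 active = percent response vs DMSO below 50%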;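 also: median channel GFP fluorescence of the barcoded RPL19A-GFP strain; ratio of sample median GFP to plate DMSO average so 100% = DMSO; lower means less RPL19A-GFP as with rapamycin TOR inhibition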
CIT2 TOR yeast – alters CIT2-GFP fluorescence in TOR pathway yeast screen; 320,000 tested, 0.065% active; AID 2029; GFP response vs DMSO, % at 10 µM; S. cerevisiae CIT2-GFP strain, flow cytometry, 3 h; 100 means same as DMSO wells;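 active = GFP response relative to DMSO above a set limit, near the screen mean plus 3 SD, cut at about 150% in these data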;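 also: ratio of well median GFP fluorescence to mean of DMSO wells on the plate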
AGP1 TOR yeast – modulators of TOR pathway AGP1-GFP in S. cerevisiae; S. cerevisiae AGP1-GFP multiplex flow cytometry, 3 h; GFP as percent of DMSO wells; 320,000 tested, 0.02% active; AID 2066; GFP response vs DMSO, % at 10 µM;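 active = GFP response relative to DMSO above a set limit, near screen average plus 3 SD, cut at about 150% in these data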;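 also: median GFP channel fluorescence of the gated AGP1 strain per well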
LAP4-GFP MLPCN – yeast TOR pathway LAP4-GFP modulation. GFP response vs DMSO, % at 10 µM. AID 2023. S. cerevisiae LAP4-GFP multiplex, flow cytometry GFP, 3 h; median GFP as percent of DMSO wells. 320,000 tested, 0.34% active;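 active = GFP response vs DMSO above a set limit, about the screen mean plus 3 SD, cut at about 150% in these data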
VLA-4 inh – inhibition in a human VLA-4 binding assay; P13612; VLA-4 expressing cells, ligand binding flow cytometry; inhibition, % (about 7 µM as worked out from the volumes in the protocol); 330,000 tested, 0.2% active; AID 2557; in the data active = inhibition above about 50%
Target sequence (P13612 whole entry, looked up): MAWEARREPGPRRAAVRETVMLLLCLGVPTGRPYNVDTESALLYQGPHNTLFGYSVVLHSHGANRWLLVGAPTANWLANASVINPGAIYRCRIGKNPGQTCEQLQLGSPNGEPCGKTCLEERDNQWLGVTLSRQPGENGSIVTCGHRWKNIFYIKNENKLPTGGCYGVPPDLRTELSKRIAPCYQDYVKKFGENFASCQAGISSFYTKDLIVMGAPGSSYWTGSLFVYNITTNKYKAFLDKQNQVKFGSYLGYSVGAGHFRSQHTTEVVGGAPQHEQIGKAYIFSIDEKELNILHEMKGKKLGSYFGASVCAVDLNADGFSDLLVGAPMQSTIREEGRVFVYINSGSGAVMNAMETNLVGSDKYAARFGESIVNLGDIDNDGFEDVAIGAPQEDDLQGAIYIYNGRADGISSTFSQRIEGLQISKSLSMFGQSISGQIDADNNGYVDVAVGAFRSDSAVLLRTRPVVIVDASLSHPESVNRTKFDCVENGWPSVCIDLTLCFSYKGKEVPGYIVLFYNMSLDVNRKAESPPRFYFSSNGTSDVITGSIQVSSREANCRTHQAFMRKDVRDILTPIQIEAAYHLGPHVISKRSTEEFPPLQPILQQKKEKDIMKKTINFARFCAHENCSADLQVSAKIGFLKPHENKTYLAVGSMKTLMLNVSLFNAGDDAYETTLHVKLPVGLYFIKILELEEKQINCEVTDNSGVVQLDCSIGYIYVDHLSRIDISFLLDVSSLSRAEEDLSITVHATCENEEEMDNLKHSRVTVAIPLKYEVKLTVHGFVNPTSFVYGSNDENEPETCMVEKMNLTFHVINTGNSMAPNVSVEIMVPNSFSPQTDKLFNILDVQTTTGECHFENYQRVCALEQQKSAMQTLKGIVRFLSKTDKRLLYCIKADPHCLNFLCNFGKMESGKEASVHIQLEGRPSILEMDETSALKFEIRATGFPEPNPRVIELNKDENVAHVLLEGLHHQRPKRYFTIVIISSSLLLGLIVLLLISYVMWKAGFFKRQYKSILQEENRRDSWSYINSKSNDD
* hit, by the source's call; x = not tested or not shown.

SMILES | Yeast superoxide | MEP2-GFP yeast | GRK2 inh | RPL19A TOR yeast | CIT2 TOR yeast | AGP1 TOR yeast | LAP4-GFP MLPCN | VLA-4 inh
O=C(CCN1C(=O)c2ccccc2S1(=O)=O)Nc1ccc(C(=O)O)cc1 | 104 | 102 | 0 | 98 | 101 | 102 | 101 | 6
O=C(Nc1nc2ccc(SC(F)F)cc2s1)c1ccc2c(c1)S(=O)(=O)c1ccccc1C2=O | 97 | 108 | 0 | 101 | 99 | 96 | 89 | 9
COc1ccc(NC(=O)CCCSc2ccccc2)cc1S(N)(=O)=O | 100 | 99 | 0 | 92 | 95 | 90 | 103 | 9
O=C1CC(c2ccccc2)Sc2ccccc2N1 (stereo not drawn) | 116 | 100 | 0 | 101 | 129 | 99 | 100 | -1
CCn1c(CNS(=O)(=O)c2ccc(Br)cc2)nnc1SC | 118 | 105 | 0 | 104 | 115 | 102 | 99 | 8
Cc1ccc(-c2nc(NCCCO)c3ccccc3n2)cc1 | 107 | 106 | 4 | 103 | 95 | 94 | 92 | 10
Cc1cccc(N2CCN(C(=O)c3ccc(N4CCCC4=O)cc3)CC2C)c1 (stereo not drawn) | 98 | 98 | 0 | 98 | 103 | 95 | 91 | -3
CCCC(=O)NC(C)c1nc2ccccc2[nH]1 (stereo not drawn) | 108 | 95 | 0 | 97 | 92 | 86 | 105 | 17
C=CCN(c1ccccc1)S(=O)(=O)c1cccc(C(=O)Nc2ncccc2O)c1 | 102 | 100 | 2 | 96 | 92 | 98 | 103 | 0
CCC1=C2CC[C@H]3C(=O)N(CC)C(=O)[C@H]3[C@H]2[C@@]2(Cc3ccccc3)C(=NCc3ccccc3)OC(=O)N2C1=O | 92 | 105 | 0 | 99 | 103 | 109 | 94 | 5
CC1CCCC(NC(=O)c2ccncc2)C1C (stereo not drawn) | 102 | 110 | 1 | 104 | 108 | 106 | 108 | 8
CCC(=O)Nc1ccc(C(=O)Nc2c[nH]c(=O)[nH]c2=O)cc1 | 118 | 104 | 0 | 96 | 96 | 98 | 100 | 6
Cc1cc(C)c[n+](C(C)C(=O)c2ccc(Cl)cc2)c1 (stereo not drawn) | 97 | 108 | 0 | 101 | 101 | 99 | 102 | -2
CCOC(=O)Nc1sc(NS(=O)(=O)c2ccc(C)cc2)nc1C | 101 | 92 | 2 | 95 | 95 | 101 | 97 | 4
CCN(CC)c1nc(N)c2c(N)nc(OC)cc2c1C#N | 106 | 89 | 2 | 99 | 71 | 78 | 117 | -1
Cc1ccccc1NC(=O)CSc1nc2n(n1)CCCCC2 | 74 | 98 | 0 | 105 | 96 | 97 | 92 | 16
Cc1nc(-c2ccccc2)sc1C(=O)Nc1ccccc1F | 100 | 105 | 0 | 104 | 95 | 97 | 112 | 6
Cc1cccc(C(=O)O/N=C/c2c(N3CCOCC3)n(C)c3ccccc23)c1 | 112 | 87 | 13 | 88 | 74 | 80 | 136 | -3
O=C(Nc1ccc(Cl)c(S(=O)(=O)N2CCOCC2)c1)c1cc2ccccc2oc1=O | 75 | 112 | 0 | 101 | 110 | 100 | 92 | -15
Cc1cccc(NC(=S)N2CCN(c3ccccc3)CC2)c1 | 102 | 93 | 0 | 87 | 93 | 87 | 98 | 2
CC(=O)NCCNc1nc2c(-c3ccccc3)nnn2c2ccccc12 | 99 | 100 | 0 | 102 | 111 | 100 | 103 | 8
Cc1cc(C)c(C)c(S(=O)(=O)N2CCC(C(=O)N3CCCCCCC3)CC2)c1C | 99 | 102 | 2 | 105 | x | 97 | 88 | 2
CCCCCCNC(=O)c1ccc(Br)o1 | 103 | 94 | 0 | 92 | 63 | 70 | 127 | -2
O=C(N/N=C/c1ccc(OCC(=O)N2CCCCC2)cc1)c1ccccc1 | 100 | 108 | 5 | 101 | 105 | 104 | 105 | 11
CN(C)S(=O)(=O)Oc1cc(Cl)ccc1C(=O)Nc1ccc(F)cc1F | 98 | 98 | 0 | 100 | 92 | 101 | 100 | -2
O=C1CCc2cc(S(=O)(=O)N3CCC(C(=O)NC4CCCc5ccccc54)CC3)ccc2N1 (stereo not drawn) | 104 | 100 | 1 | 97 | 97 | 101 | 96 | 27
C[C@H](CO)N1C[C@H](C)[C@@H](CN(C)Cc2ccc(-c3ccccc3)cc2)Oc2c(NC(=O)Nc3ccc(C(F)(F)F)cc3)cccc2C1=O | 91 | 88 | 0 | 96 | 96 | 99 | 87 | 14
CC(=O)Nc1ccc(S(=O)(=O)N2CCC(C(=O)N[C@@H](C)C(=O)NC3CCCC3)CC2)cc1 | 93 | 95 | 0 | 99 | 98 | 102 | 96 | 1
CCCN(CCC)C(=O)C1CCCN(S(=O)(=O)c2ccc3c(c2)oc(=O)n3C)C1 (stereo not drawn) | 99 | 98 | 1 | 100 | 98 | 101 | 98 | 14
C[C@H](CO)N1C[C@H](C)[C@@H](CN(C)S(=O)(=O)c2ccccc2)Oc2ccc(NS(=O)(=O)c3cn(C)cn3)cc2C1=O | 102 | 86 | 0 | 94 | 98 | 94 | 91 | 17
O=C(CSc1nc2ccccc2o1)N1CCN(C(=O)c2ccco2)CC1 | 116 | 99 | 9 | 100 | 83 | 99 | 97 | -7
CCCn1c(SCC(=O)N2CC(=O)Nc3ccccc32)nc2ccccc21 | 108 | 104 | 1 | 112 | 108 | 103 | 95 | 6
CC1CCCC(NC(=O)COC(=O)c2cc(S(=O)(=O)N3CCOCC3)ccc2F)C1C (stereo not drawn) | 120 | 100 | 60* | 98 | 90 | 96 | 97 | 15
O=C(COC(=O)c1ccc(Br)c(S(=O)(=O)N2CCOCC2)c1)NC1CC1 | 97 | 104 | 0 | 100 | 104 | 101 | 93 | 6
O=C(O)CSCC(=O)Nc1ccc(C(F)(F)F)cc1 | 100 | 96 | 0 | 100 | 95 | 94 | 94 | 4
O=S(=O)(NCc1ccccc1)c1ccc(S(=O)(=O)N2CCCC2)cc1 | 109 | 93 | 0 | 99 | 88 | 98 | 99 | 2
COc1ccc(CNC(=O)Cc2nn(C)c(=O)c3ccccc23)cc1 | 96 | 96 | 2 | 99 | 104 | 106 | 99 | 4
CCOC(=O)N1CCC(N2CC34C=CC(O3)C(C(=O)Nc3ccc(OCC)cc3)C4C2=O)CC1 (stereo not drawn) | 90 | 105 | 0 | 104 | 112 | 107 | 102 | -25
CCC(=O)Nc1ccccc1Sc1ncnc2scc(-c3ccccc3)c12 | 89 | 158 | 0 | 101 | 94 | 91 | 102 | 3
CCOc1ccccc1C(=O)NN1C(=O)CCC1=O | 93 | 108 | 0 | 106 | 100 | 104 | 104 | 4
Cc1cc(OCC(=O)NC2CCN(C)CC2)ccc1[N+](=O)[O-] | 101 | 94 | 0 | 110 | 105 | 107 | 98 | 0
c1csc(-n2nc3ccccc3n2)c1 | 93 | 103 | 2 | 103 | 100 | 103 | 105 | 26
O=C(O)c1nn(-c2ccccc2)ccc1=O | 105 | 102 | 0 | 105 | 97 | 102 | 99 | 2
CC1=C(C#N)C(=O)N(C)C(C)(C)C1 | 104 | 98 | 1 | 95 | 107 | 105 | 99 | 24
CCN1CC=C2C(C#N)=C(N)C(C#N)(C#N)C(c3cc(Cl)ccc3Cl)C2C1 (stereo not drawn) | 106 | 98 | 3 | 93 | 87 | 96 | 102 | -37
CC(C)c1ccc(S(=O)(=O)NCc2ccc3c(c2)OCO3)cc1 | 104 | 97 | 2 | 105 | 96 | 96 | 90 | 14
CC(=O)c1ccc(NC(=O)CN2CCCC2)cc1 | 101 | 102 | 0 | 100 | 103 | 99 | 88 | 5
O=C(CSc1nnc(-c2cccs2)n1C1CC1)NCC1CCCO1 (stereo not drawn) | 101 | 98 | 1 | 103 | 101 | 104 | 95 | 9
COc1cc(N/N=C(\C)c2ccc(N)cc2)nc(-c2ccccc2)n1 | 107 | 87 | 0 | 97 | 88 | 94 | 114 | -10
Cc1ccc(C2C(C#N)=C(N)Oc3n[nH]c(C)c32)cc1 (stereo not drawn) | 117 | 97 | 1 | 96 | 92 | 98 | 101 | 16

Looked up by structure from the list above (3):
SMILES | Yeast superoxide | MEP2-GFP yeast | GRK2 inh | RPL19A TOR yeast | CIT2 TOR yeast | AGP1 TOR yeast | LAP4-GFP MLPCN | VLA-4 inh
CCN1CC=C2C(C#N)=C(N)C(C#N)(C#N)C(c3cc(Cl)ccc3Cl)C2C1 (stereo not drawn) | 106 | 98 | 3 | 93 | 87 | 96 | 102 | -37
CC(=O)c1ccc(NC(=O)CN2CCCC2)cc1 | 101 | 102 | 0 | 100 | 103 | 99 | 88 | 5
CC1=C(C#N)C(=O)N(C)C(C)(C)C1 | 104 | 98 | 1 | 95 | 107 | 105 | 99 | 24

Remaining list, next part:
SMILES | Yeast superoxide | MEP2-GFP yeast | GRK2 inh | RPL19A TOR yeast | CIT2 TOR yeast | AGP1 TOR yeast | LAP4-GFP MLPCN | VLA-4 inh
Cc1ccccc1-n1nc(C)c2c1N=C1C(Cl)=CC(Cl)=CN1C2c1ccc(C(=O)O)cc1 (stereo not drawn) | 109 | 140 | 2 | 106 | 86 | 95 | 109 | 8
CC(C)CC(=O)NC(=S)Nc1nc(-c2ccc(Cl)cc2)cs1 | 150 | 98 | 2 | 104 | 99 | 101 | 96 | 7
COc1cccc(/C=C/C(=O)OCC(=O)Nc2cccc(S(=O)(=O)N3CCCCC3)c2)c1OC | 78 | 100 | 5 | 92 | 100 | 103 | 98 | 13
O=S1(=O)c2cccc3cccc(c23)N1Cc1ccc(-c2nnco2)cc1 | 100 | 102 | 0 | 105 | 93 | 100 | 97 | -3
COc1cc(SC)ccc1C(=O)OCC(=O)NCC(C)C | 106 | 89 | 3 | 100 | 89 | 101 | 105 | 6
COc1ccc(CNC(=O)CN(C(=O)CCC(=O)Nc2nccs2)c2ccc3c(c2)OCO3)cc1 | 102 | 103 | 1 | 101 | 107 | 101 | 98 | 6
Cc1csc(NC(=O)CCn2c(=O)oc3ccc(Cl)cc32)n1 | 108 | 113 | 0 | 108 | 116 | 126 | 122 | 2
COc1ccc2nc(NC(=O)NC3CCCCC3)sc2c1 | 89 | 97 | 1 | 99 | 91 | 104 | 118 | 12
O=C(NCCC1=CCCCC1)C1CCC(=O)N(Cc2cccc(C(F)(F)F)c2)C1 (stereo not drawn) | 81 | 100 | 2 | 103 | 102 | 106 | 97 | 6
COc1ccc(-c2ccc(OC)cc2C(=O)O)cc1 | 104 | 97 | 2 | 101 | 85 | 97 | 111 | 8

Three of the entries above in order of the CIT2 TOR yeast value, ascending:
mol	CIT2 TOR yeast
COc1ccc2nc(NC(=O)NC3CCCCC3)sc2c1	91
O=S1(=O)c2cccc3cccc(c23)N1Cc1ccc(-c2nnco2)cc1	93
COc1cccc(/C=C/C(=O)OCC(=O)Nc2cccc(S(=O)(=O)N3CCCCC3)c2)c1OC	100

Continued.
SMILES | Yeast superoxide | MEP2-GFP yeast | GRK2 inh | RPL19A TOR yeast | CIT2 TOR yeast | AGP1 TOR yeast | LAP4-GFP MLPCN | VLA-4 inh
CC(=O)NC(CCS(C)(=O)=O)C(=O)Nc1c(C)cccc1C (stereo not drawn) | 87 | 99 | 0 | 96 | 100 | 100 | 103 | 10
CCN(CC)CCn1c(=O)n(-c2ccc(Cl)cc2)c(=O)c2c3c(sc21)CN(C)CC3 | 94 | 99 | 0 | 96 | 98 | 102 | 103 | -6
CC(C)C(=O)NC(Nc1ccccc1F)C(Cl)(Cl)Cl (stereo not drawn) | 93 | 99 | 4 | 96 | 97 | 99 | 96 | 14
COc1cccc(/C=C/c2ccccn2)c1O | 112 | 104 | 2 | 98 | 94 | 97 | 103 | 14
Cc1cc(NS(=O)(=O)Cc2ccccc2)no1 | 99 | 97 | 0 | 98 | 99 | 100 | 100 | 2
C=CCOc1ccc(/C=N/NC(=O)CC(=O)NC2CCCCC2)cc1 | 103 | 105 | 0 | 99 | 98 | 101 | 105 | 11
O=C(c1ccccc1)C1CCc2occc2C1=O (stereo not drawn) | 97 | 90 | 0 | 95 | 85 | 95 | 101 | 2
O=C(Cc1ccccc1)Nc1ccc(NC(=O)c2ccc(Br)cc2)cc1 | 108 | 113 | 1 | 105 | 108 | 104 | 100 | 5
